Bioassay records from PubChem.
AmpC inh detg = qHTS Inhibitors of AmpC Beta-Lactamase (assay with detergent). P00811. AmpC hydrolysis of nitrocefin, absorbance 480 nm, 0.01% Triton. Potency, µM (top dose mostly 114 µM), for the others: top-dose activity change, negative = inhibition, hits mostly inhibitors. 370,000 tested, 0.041% active. AID 485294, 2010;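 further: potency means the concentration at half of the fitted maximal effect; 0% = no-compound wells and -100% = no-enzyme wells; nearly all actives have a fitted effect of over 25% in size; some results filed as inactive show a strong effect at the top dose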
Target sequence (P00811 whole entry, looked up): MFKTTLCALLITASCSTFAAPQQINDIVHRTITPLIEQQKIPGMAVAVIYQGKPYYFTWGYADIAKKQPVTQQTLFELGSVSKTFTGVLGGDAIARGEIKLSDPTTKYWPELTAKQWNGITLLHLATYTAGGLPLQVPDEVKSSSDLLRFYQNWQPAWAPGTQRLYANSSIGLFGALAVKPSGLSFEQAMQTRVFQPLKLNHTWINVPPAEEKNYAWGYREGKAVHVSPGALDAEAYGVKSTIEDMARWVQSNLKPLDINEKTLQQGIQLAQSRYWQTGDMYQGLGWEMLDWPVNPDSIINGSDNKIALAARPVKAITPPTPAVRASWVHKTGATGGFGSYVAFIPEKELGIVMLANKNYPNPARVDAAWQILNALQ
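AmpC (5.3 nM in the dispensed reagent) in 20 mM phosphate pH 7.0 with 0.01% (detergent screen) or 0.0001% Triton X-100 was preincubated with compounds for 15 min at room temperature. Nitrocefin was then added from an 800 uM solution, and hydrolysis was followed at 480 nm.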
Giardia FBPA inh = qHTS Assay for Inhibitors of Fructose-1,6-bisphosphate Aldolase from Giardia Lamblia | A8B2U2 | purified Giardia FBPA | Potency, µM (titrated, usually from 59.6 µM), for inactives: top-dose activity, negative = inhibition, usual class: inhibitors | 290,000 tested, 0.71% active; further: potency means the concentration at half of the fitted maximal effect; nearly all actives have a fitted effect of over 55% in size
Target sequence (A8B2U2 whole entry, looked up): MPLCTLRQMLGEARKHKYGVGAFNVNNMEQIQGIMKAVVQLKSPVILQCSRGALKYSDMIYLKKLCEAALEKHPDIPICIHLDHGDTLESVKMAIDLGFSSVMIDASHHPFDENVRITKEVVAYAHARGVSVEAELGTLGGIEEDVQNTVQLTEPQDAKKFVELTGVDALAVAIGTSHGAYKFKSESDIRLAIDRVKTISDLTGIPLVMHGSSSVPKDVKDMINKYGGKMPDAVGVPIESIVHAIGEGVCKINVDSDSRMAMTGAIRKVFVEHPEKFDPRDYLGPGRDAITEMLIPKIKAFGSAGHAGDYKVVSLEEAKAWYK
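Giardia FBPA (40 nM reagent) was preincubated 10 min at RT with compound (up to 57.5 uM final), then substrate plus GAPDH/TPI/NAD/arsenate coupling system with diaphorase/resazurin was added; resorufin fluorescence (525/598 nm) was read after 20 min.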
AMA1 RON2 block = qHTS for Inhibitors of AMA1-RON; Towards Development of Antimalarial Drug Lead: Primary Screen. Plasmodium falciparum AMA1 (3D7) - RON2 peptide interaction. AlphaScreen AMA1-biotinylated RON2 peptide binding. AID 720542, 2013. 360,000 tested, 0.2% active. Potency, µM (titrated, usually from 58.2 µM), for the others: top-dose activity change, negative = inhibition, most hits filed as inhibitors;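 further: potency means the concentration at half of the fitted maximal effect; 0% = vehicle wells and -100% = peptide control; nearly all actives have a fitted effect of over 45% in size; some results filed as inactive show a strong effect at the top dose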
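AMA1 (3D7) with his tag at 25 nM final met compounds first, then biotinylated RON2 peptide at 25 nM; detection used donor plus acceptor beads, 10 µg/mL apiece, read by AlphaScreen after 30 min at room temperature.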
HCMV inh = qHTS Assay for inhibitors of the human cytomegalovirus (HCMV); activity change, negative = inhibition, % at 57.5 µM; HFF cells, HCMV-luciferase reporter, 72 h; stronger effect = lower value; 410,000 tested, 4.5% active; AID 1259415, 2018; in the data active means activity change below about -60%; inconclusive means no clear call, values can overlap the other calls; inactive means above about -39%
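Steps: HFFs plated, 16 h 37C; compounds added; HCMV-luciferase added to MOI 1 PFU/cell; 72 h 37C; OneGlo reagent, 5 min room temperature; luminescence read, normalized to controls.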
Sm TGR block = qHTS Assay for the Inhibitors of Schistosoma Mansoni Peroxiredoxins. Schistosoma mansoni thioredoxin glutathione reductase (TGR), Q962Y6. purified TGR, DTNB reduction, TNB absorbance 405 nm. Potency, µM (top dose mostly 114 µM), for the others: at the top dose activity change, negative = inhibition, usual class: inhibitors. 360,000 tested, 3% active. AID 485364, 2010; further: potency means the concentration at half of the fitted maximal effect; nearly all actives have a fitted effect of over 60% in size
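First, TGR (20 nM dispensed) and NADPH were mixed with compound. Second, a 15 min room-temperature incubation followed. Third, further NADPH and then DTNB were added to start the reaction. Finally, TNB absorbance was monitored kinetically.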
HCV inh = qHTS Assay for Inhibitors of Hepatitis C Virus (HCV); Huh7.5.1 HCVcc-Cre infection, luciferase reporter, 44 h; Potency, µM (series often up to 41.8 µM), without a hit: top-dose activity change, negative = inhibition, actives largely listed as inhibitors; 340,000 tested, 3.4% active; further: potency means the concentration at half of the fitted maximal effect
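A cell-based infection assay in which seeded cells (1,000 per well) receive test compound after 4 h, are inoculated with HCVcc-Cre at approximately 0.5 moi, and are incubated 44 h before luminescence detection.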
An asterisk follows results filed as active; ? = inconclusive; / = no result given; & = joins results of further samples; [ ] = remark or other dose. Unless noted, the call rests on the fitted dose curve; in most records, active means well fitted curve in the direction sought with a large enough effect; inconclusive means small, poorly fitted or top-dose-only effect, or another doubt; inactive means no such curve, though single readings can be large; an effect the other way counts as inactive or inconclusive. Unless noted, on the % scale 0 is the no-effect control and ±100 the full control effect.

SMILES	AMA1 RON2 block	Giardia FBPA inh	HCV inh	AmpC inh detg	HCMV inh	Sm TGR block
Cc1cc(SCC(=O)OCC(=O)NCC2CCCO2)c(C)cc1Br (configuration not stated)	-1%	6%	15%	-13%	-11	-5%
COc1cccc(-c2ccc3nnc(SCC(=O)Nc4ccc(NC(C)=O)cc4)n3n2)c1	7%	/	?	1%	-8	-3%
S=C(NCCCN1CCOCC1)Nc1ccc(Cl)c(Cl)c1	1%	7%	-18%	2%	-33	?
CN(c1ccccc1C(=O)Nc1ccccc1-c1ccccc1)S(C)(=O)=O	-2%	8%	2%	?	-19	-3%
COC1=CC(=O)OC(/C=C/c2ccccc2)C1 (configuration not stated)	3%	1%	-8%[8.37 µM]	-8%	-31	-7%
COc1ccc(N2CCN(S(=O)(=O)c3cc(Br)cnc3N)CC2)cc1	2%	/	22%	-10%	20	-2%
O=C(Nc1ccccc1)Nc1nnc(SCC(=O)N2CCCCC2)s1	/	/	/	7%	2	4%
CCCCNC(=O)COC(=O)CCC(=O)c1cccs1	2%	2%	12%	-3%	-22	-7%
O=C(Nc1c(C(=O)N2CCOCC2)oc2ccccc12)c1cccc([N+](=O)[O-])c1	-5%	/	?	-11%	-36	-21%
CCOc1ccc(C(=O)NCCO)cc1	-10%	5%	15%	-1%	-33	-1%
Cc1ccc2cccc(OCc3nnc(SCC(=O)O)n3C)c2n1	-8%	-6%	6%	3%	-20	-6%
N#Cc1cccnc1N1CCN(C(=O)c2ccco2)CC1	-2%	0%	11%	2%	27	-23%
O=C1NC(=O)N(Cc2ccccc2)C(=O)/C1=C/c1cnn(-c2ccccc2)c1	/	8%	/	4%	/	?
CC1(C)Cc2ccccc2/C(=C/C(=O)c2ccccc2)N1	?	3%	14µM*	1%	7	-4%
CC(=O)Nc1ccc(S(=O)(=O)NCCc2csc(-c3cccnc3)n2)cc1	-13%	/	4%	3%	?	?
CCCCN1C(=O)C(=O)N(CC(=O)Nc2sc(C)c(CC)c2C(=O)OCC)C1=O	-9%	/	?	-14%	14	-6%
CSc1nnc(CNC(=O)c2ccccc2)n1-c1cccc(C)c1	-1%	0%	-10%	0%	?	7%
CCCCc1cc(=O)oc2cc(OCC(=O)NCc3ccccn3)c(Cl)cc12	10%	/	3%	4%	7	20%
Cc1ccc(C)c(NC(=O)C2CCCN(S(=O)(=O)c3cccc4nsnc34)C2)c1 (configuration not stated)	/	/	/	2%	10	3%
Cc1ccccc1C(=O)NCCSc1ccccc1	7%	4%	-4%	-3%	96	-1%
C[C@H](CCC(=O)O)[C@H]1CC[C@H]2[C@@H]3C(=O)C[C@@H]4CC(=O)CC[C@]4(C)[C@H]3CC(=O)[C@]12C	-26%	-8%	-7%[8.37 µM]	-11%	?	0%
CCOC(=O)C(C(=O)Nc1ccccc1)C1CCCCC1 (configuration not stated)	-11%	-1%	-3%	?	2	-1%
COc1ccccc1NC(=O)c1c(C)cc(C)nc1SCC(=O)c1ccc(Cl)cc1	/	/	/	4%	-12	0%
Nc1nc(SCC(=O)NCc2ccccc2)[nH]c(=O)c1NC(=O)c1ccccc1F	0%	-2%	10%	-18%	-21	-11%
CN(C)/C(=N\S(=O)(=O)c1ccccc1)c1ccc(F)cc1	0%	8%	15%	-4%	-7	2%

In a second layout: 4 of the compounds above
Order of values – AMA1 RON2 block	Giardia FBPA inh	HCV inh	AmpC inh detg	HCMV inh	Sm TGR block
S=C(NCCCN1CCOCC1)Nc1ccc(Cl)c(Cl)c1
    1%	7%	-18%	2%	-33	?
CN(c1ccccc1C(=O)Nc1ccccc1-c1ccccc1)S(C)(=O)=O
    -2%	8%	2%	?	-19	-3%
COC1=CC(=O)OC(/C=C/c2ccccc2)C1 (configuration not stated)
    3%	1%	-8%[8.37 µM]	-8%	-31	-7%
COc1ccc(N2CCN(S(=O)(=O)c3cc(Br)cnc3N)CC2)cc1
    2%	/	22%	-10%	20	-2%

New compounds follow:
SMILES	AMA1 RON2 block	Giardia FBPA inh	HCV inh	AmpC inh detg	HCMV inh	Sm TGR block
Cc1cc(C)cc(NS(=O)(=O)c2cnc(Cl)c(Cl)c2)c1	11%	-7%	11µM*	-4%	-15	28%
CSc1ccccc1C(=O)C1CCCN(C(=O)CCN2CCCO2)C1 (configuration not stated)	1%	5%	2%	8%	-8	2%
CCc1cccc2c(C(=O)COC(=O)c3nn(C)c(=O)c4ccccc34)c[nH]c12	-18%	-3%	-9%	-5%	39	4%
O=C(O)CCC(NS(=O)(=O)c1ccc(N2CCCC2=O)cc1)C(=O)O (configuration not stated)	4%	7%	12%	4%	80	4%
Cc1cc(Cl)ccc1NC(=O)CSc1n[nH]c(N)n1	4%	/	1%	6%	31	2%
Cc1ccc(C#CC[N+]2(CC#Cc3ccc(C)cc3)CCCCC2)cc1	5%	-5%	?	-8%	-101*	-35%
Cc1c(Cl)cccc1N(CC(=O)O)S(C)(=O)=O	-13%	7%	9%	?	2	2%
Cc1ccc(S(=O)(=O)N2CCC(C)CC2)cc1C(=O)NCc1ccccn1	24%	5%	-1%	1%	?	2%
COC(=O)c1cccc(Nc2c(-c3ccc(SC)cc3)nc3nc[nH]n23)c1	/	/	/	4%	80	0%
O=C(OCCOc1ccccc1F)c1cccc(S(=O)(=O)N2CCOCC2)c1	8%	/	-15%	?	-32	-13%
COc1ccc(Cc2nnc(SCC(=O)Nc3cc(Cl)ccc3OC)[nH]c2=O)cc1	20%	/	36%[activator]	-13%	-5	0%
CN(CC(=O)Nc1ccccc1Cl)C(=O)CSC(=S)N1CCCC1	11%	/	0%	-14%	-26	-3%
CCOc1ccc(C(=O)Nc2ccc3nc(N(CC)CC)cc(C)c3c2)cc1	/	/	/	?	-86*	4%
O=C(O)CN(CCc1ccccc1)S(=O)(=O)c1ccccc1	-2%	14%	24%	2%	-9	0%
CCOc1ncccc1C(=O)OCC(=O)NCc1ccc(C(=O)OC)cc1	3%	/	2%	/	15	/
Fc1ccccc1OCC1CCCN(Cc2nc(CC3CC3)no2)C1 (configuration not stated)	-21%	0%	11%	7%	-24	21%
N#CC1=C(N)S[C@@H](C(=O)c2ccc(F)cc2)[C@@H]1c1cccs1	-10%	-30%	-25%	-7%	-8	-15%
O=C1N/C(=C/c2cccs2)C(=O)N1Cc1ccccc1F	5%	-2%	13%	4%	5	1%
CCOc1ccc(N2C(=O)CC(Cc3ccccc3OC)C2=O)cc1 (configuration not stated)	-1%	-4%	3%	-11%	-4	4%
CC1CCN(c2nc3ccc(C(=O)NCc4ccccc4Cl)cc3s2)CC1	/	/	/	15%	18	-2%
COc1ccc(-c2c(C)nn(-c3ccccc3)c2N)cc1	0%	-1%	2%	?	64	0%
COCn1c(-c2ccc(OC)c(OC)c2)nc2ccccc21	9%	-2%	-7%	-19%	52	1%
CCOc1ccc2nc(-c3ccccc3)nc(SCC(=O)OC)c2c1	6%	-5%	1%	-17%	-9	1%
COC(=O)c1cc(OC)c(OC)cc1NC(=O)Cn1nnc(-c2ccccc2Cl)n1	4%	1%	2%	-7%	49	-9%
Cc1nc(NC(=O)C2CC2)sc1C(=O)Nc1ccccc1	2%	-3%	?	?	4	-9%
CCCOc1ccc(C(=O)OCCN2CCCCC2)c(O)c1	?	/	-5%	/	9	/
Cc1ccc(/C=C/C(=O)NCc2ccccn2)o1	18%	-10%	0%	-7%	-20	18µM*
COc1ccc(-c2ncnc(C(F)(F)F)c2-c2csc(C)n2)c(O)c1	-2%	-5%	-4%	-2%	?	-5%
O=C(NCCS(=O)(=O)N1CCN(c2ccccc2)CC1)c1ccc(Br)o1	-24%	/	0%	-3%	-25	21%
CC(C)C(c1nnnn1C(C)(C)C)N1CCN(Cc2cccnc2)CC1 (configuration not stated)	-1%	-26%	8%	2%	?	0%[57.1 µM]
COc1ccc(N2CCN(CCCNC(=O)c3cc(Nc4ccccc4OC)nc4ccccc34)CC2)cc1	/	/	/	0%	?	-6%
CCN(CC)S(=O)(=O)c1ccc(N2CCOCC2)c(NC(=O)c2ccc3ccccc3c2)c1	-10%	-3%	-3%	-2%	-36	-6%
COc1cccc(CNC(=O)N2CCN(c3ccccc3)CC2)c1	11%	3%	7%	?	18	-5%
COCCCn1c(SCC(=O)Nc2ccc(C)cc2)nc2ccccc2c1=O	-5%	-8%	4%	0%	-71*	8%
COc1ccccc1OCC(=O)Nc1ccc(NC(=O)COc2ccccc2OC)cc1	14%	/	?	2%	30	-3%
CCn1c(C2CCN(S(=O)(=O)c3ccc(OC)cc3)CC2)n[nH]c1=S	14%	0%	-4%	-1%	-29	0%
O=C(NNC(=O)c1cc(S(=O)(=O)N2CCCCC2)ccc1Cl)c1ccccc1O	42%[activator]	/	-12%	2%	-35	-8%
Cc1c(C(=O)OCC(=O)N2C(C)CCCC2C)oc2ccccc12 (configuration not stated)	8%	/	?	?	-16	2%
CCOC(=O)CCNC(=O)N1CCC(CCOc2ccccc2)(C(=O)OCC)CC1	5%	/	2%	/	-3	/
COCCNC(=O)CSc1ccc(C)cc1	12%	4%	19%	-24%	15	0%
COc1ccccc1NC(=O)CSc1nc2ccccc2c(=O)n1CCNC(C)=O	-5%	0%	9%	?	-20	9%
CN(C)CCCN(C(=O)COc1ccc(Cl)cc1)c1nc2cc3c(cc2s1)OCO3	-4%	-8%	-13%	?	?	-13%
O=S(=O)(Nc1ncccn1)c1cc(Cl)ccc1Cl	12%	?	-26%	?	-21	-6%
COc1ccccc1Nc1nc(N)nc(CN2CCN(c3ccccc3F)CC2)n1	0%	-3%	-6%&-17%	-11%	11	-30%
Nc1ccc(Br)c2c1C(=O)c1ccccc1C2=O	?	-15%	10µM*	-1%	/	13µM*
Cc1nnc(SCC(=O)N(C)c2c(N)n(Cc3ccccc3)c(=O)[nH]c2=O)n1Cc1ccccc1	0%	-1%	10%	-10%	-30	5%
COc1ccc(C(=O)CN2CCN(S(=O)(=O)c3ccc(C(C)C)cc3)CC2)cc1	/	/	/	10%	10	?
Cc1ccc(-c2oc3ccccc3c(=O)c2OCC(=O)O)cc1	0%	6%	4%	?	-13	13%
COc1cc(S(=O)(=O)N2CCN=C2c2ccccc2)ccc1Cl	0%	/	2%	-2%	-5	6%
CCC(C)Nc1nc(SC(C(C)=O)C(C)=O)nc(N(C)C)n1 (configuration not stated)	-7%	-1%	-5%	?	10	-22%
CN(C)c1ccc(N2C(=NC(=O)C3CCCO3)SC3CS(=O)(=O)CC32)cc1 (configuration not stated)	0%	/	13%	11%	-16	8%
